Source: PubChem BioAssay (several laboratories)
RGS4 block: inhibitors of human RGS4 | 310,000 tested, 0.45% active | B-score at 10 µM | HEK293 M3R/RGS4 inducible, Fluo-4 calcium flux; hits give high values; triggered by carbachol at its EC20;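 active means B-score, a plate-corrected calcium signal, over three deviations above library mean, with baseline fluorescence within five deviations of library mean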;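 further: RGS4 expression induced by doxycycline in cells with stable M3 receptor; B-score is computed from the integrated fluorescence ratio over baseline after carbachol; higher B-score means a larger calcium signal and so more RGS4 inhibition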
Target sequence (P49798 whole entry, looked up): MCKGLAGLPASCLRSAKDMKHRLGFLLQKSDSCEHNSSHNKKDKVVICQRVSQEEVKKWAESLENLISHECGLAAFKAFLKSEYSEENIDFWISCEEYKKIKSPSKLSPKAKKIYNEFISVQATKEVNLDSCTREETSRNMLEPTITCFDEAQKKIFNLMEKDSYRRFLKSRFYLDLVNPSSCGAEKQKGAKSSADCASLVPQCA
RGS4 act: potentiators or activators of RGS4; HEK293 M3R/inducible RGS4, carbachol calcium flux Fluo4; hits give low values; B-score at 10 µM; 310,000 tested, 0.92% active; AID 463111;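 active means B-score of the integrated calcium signal more than 4 SD below the library mean, with starting fluorescence not abnormally high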;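 further: negative B-score means reduced calcium response which marks RGS4 activation or potentiation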
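test system = HEK293 cells with stable M3R and inducible RGS4 | schedule = recording 10 s baseline at 1 Hz, 100 s post-agonist | technique = Fluo4-AM (2 µM) calcium-flux fluorescence, kinetic read | measure = Agonist-evoked peak-minus-minimum fluorescence over baseline, integrated ratio, B score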
HDAC3 inhib: blocks human histone deacetylase 3 | 320,000 tested, 0.15% active | O15379 | recombinant HDAC3, fluorogenic peptide/trypsin coupled, fluorescence | inhibition, % at 8.3 µM; in the data active means inhibition above about 26%, passing the limit was not always enough; inconclusive means no clear call, values can overlap the other calls
Target sequence (O15379 whole entry, looked up): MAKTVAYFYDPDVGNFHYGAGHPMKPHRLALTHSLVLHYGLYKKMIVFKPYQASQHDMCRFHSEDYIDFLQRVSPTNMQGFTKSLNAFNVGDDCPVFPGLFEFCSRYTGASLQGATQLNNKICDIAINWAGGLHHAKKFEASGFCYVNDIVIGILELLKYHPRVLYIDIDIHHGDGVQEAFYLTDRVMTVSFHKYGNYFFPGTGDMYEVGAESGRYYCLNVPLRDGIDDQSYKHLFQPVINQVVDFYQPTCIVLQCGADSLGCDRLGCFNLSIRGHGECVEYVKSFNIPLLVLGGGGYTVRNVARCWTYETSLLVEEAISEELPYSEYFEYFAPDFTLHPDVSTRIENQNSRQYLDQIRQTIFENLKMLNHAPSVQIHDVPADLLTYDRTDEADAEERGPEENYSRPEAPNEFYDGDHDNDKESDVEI
KCNQ1 act: potentiates or activates the human KCNQ1 potassium channel; P51787; B-score at 10 µM; CHO-K1 KCNQ1, thallium flux FluxOR fluorescence; hits give high values; AID 2648; 310,000 tested, 0.35% active;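 active means fluorescence ratio B-score, a plate-corrected score, at least three library SD, with initial intensity B-score within 5 SD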
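assay system = KCNQ1-transfected CHO-K1 cells | medium = assay buffer with matched DMSO | probe or stimulus = depolarizing K+/Tl+ stimulus, K2SO4 and Tl2SO4 each 12.5 mM in 5x stock | dosing = single dose | incubation = dye 90 min, compound 20 min, room temperature | detection = kinetic FluxOR fluorescence, 10 s baseline plus 110 s post-stimulus | evaluation = ratio B score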
KCNK9 block: human KCNK9 channel inhibition; Q9NPC2; B-score at 10 µM; AID 488922; 310,000 tested, 1.2% active; HEK293 KCNK9, FluxOR thallium flux fluorescence; hits give low values;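 active means ratio B-score over 3 SD below the library mean, with starting fluorescence within 5 SD of its mean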;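 further: negative B-score means less thallium flux so channel inhibition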
TMEM16A inh: blocks the mouse calcium-activated chloride channel TMEM16A | Q8BHY3 | HEK293 TMEM16A/YFP iodide influx fluorescence, ionomycin | normalized B-score (activity score, 25-100; higher = stronger inhibition) at 10 µM | 310,000 tested, 1.2% active;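 active means ratio plate-corrected score three or more library SD toward inhibition, starting fluorescence score within five deviations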;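 further: score derived from kinetic fluorescence span divided by baseline fluorescence per well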
KCNK3 block: human KCNK3 channel inhibition, primary screen; O14649; CHO-KCNK3 thallium flux, FluxOR fluorescence; hits give low values; B-score at 10 µM; 340,000 tested, 0.84% active;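 active means B-score under library mean minus 4 SD, starting fluorescence ratio at most library mean plus 5 SD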;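 further: more negative B-score means stronger inhibition of thallium flux through KCNK3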
Target sequence (O14649 whole entry, looked up): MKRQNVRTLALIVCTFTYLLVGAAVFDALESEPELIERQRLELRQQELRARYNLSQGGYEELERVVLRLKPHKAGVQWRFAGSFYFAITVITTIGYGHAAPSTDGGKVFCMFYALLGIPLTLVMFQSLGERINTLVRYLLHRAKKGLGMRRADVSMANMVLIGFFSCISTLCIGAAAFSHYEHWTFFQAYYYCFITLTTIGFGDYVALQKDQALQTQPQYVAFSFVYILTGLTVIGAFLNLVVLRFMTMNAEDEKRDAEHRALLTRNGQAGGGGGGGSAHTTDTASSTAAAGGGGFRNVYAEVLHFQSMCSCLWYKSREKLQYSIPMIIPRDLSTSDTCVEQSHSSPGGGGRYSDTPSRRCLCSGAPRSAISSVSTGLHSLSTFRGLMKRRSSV
SKKanGAS inh: blocks kanamycin growth of S. pyogenes SKKanGAS strain | BacTiter-Glo, 6 h | inhibition, % at 7.5 µM | 300,000 tested, 1.3% active | AID 1662;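 active means mean replicate score, as percent of positive control median, at least 50; inconclusive means mean below 50 but one replicate at or above 50; inactive means mean and every replicate below 50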;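 further: strain carries kanamycin resistance gene driven by streptokinase promoter and grows in 40 µg/ml kanamycin; loss of luminescence reflects streptokinase promoter inhibition or plain growth inhibition; 0% = median of DMSO wells and 100% = positive control at its reference dose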
hERG protect: shields human hERG channel from block by proarrhythmic agents; Q12809; CHO-hERG, FluxOR thallium flux, dofetilide IC70 present; activation (rescue from dofetilide block), less the hit threshold, % at 10 µM; 310,000 tested, 0.51% active; AID 1511;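 active means activation above the mean of controls blocked by dofetilide plus 5 SD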;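 further: thallium influx through hERG after potassium depolarization seen as dye fluorescence rise; in these data hits start at about 4.7%; inactives centre near -7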
KCNQ1 inh: inhibitors of human KCNQ1 potassium channel; P51787; AID 2642; 310,000 tested, 1.3% active; B-score at 10 µM; CHO-K1 KCNQ1, FluxOR thallium flux fluorescence; hits give high values;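 active means compounds whose thallium flux B-score, printed positive for inhibition, exceeds three library SD while starting fluorescence stays within three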;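 further: channel opened by potassium depolarization with thallium stimulus after 20 min compound exposure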
TMEM16A act: activators or potentiators of mouse TMEM16A chloride channel; 340,000 tested, 0.3% active; HEK293 TMEM16A/YFP-H148Q/I152L, iodide quench fluorescence; hits give low values; B-score at 10 µM; Q8BHY3;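 active means fluorescence-ratio B-score plate-corrected deviation score at least 3 library SD below zero, with starting fluorescence score within 5 deviations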;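 further: channel opened by trigger with iodide after compound preincubation; score built on the fluorescence ratio of max minus min over baseline; more negative score means more quench and so TMEM16A activation or potentiation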
* marks the source's active call; other numbers are inactive results; i = inactive; ? = inconclusive; . = no result given.

smiles,RGS4 block,RGS4 act,HDAC3 inhib,KCNQ1 act,KCNK9 block,TMEM16A inh,KCNK3 block,SKKanGAS inh,hERG protect,KCNQ1 inh,TMEM16A act
CCCSc1nnc(CSc2nc(C)cc(C)n2)n1C,i,i,4,i,i,i,i,0,-14,i,i
CCOC(=O)C(CSCC(=O)c1ccc(Cl)cc1Cl)NC(=O)OC(C)(C)C (configuration not stated),i,i,6,i,i,i,i,-9,-18,i,i
CC(=O)Nc1cccc(C(=O)NC(C)c2ccc(-n3ccnc3)cc2)c1 (configuration not stated),i,i,3,i,i,i,i,-8,-7,i,i
CC(C)[C@H](NC(=O)NCc1ccc(F)cc1)C(=O)O,i,i,-2,i,i,i,i,-15,-11,i,i
CCc1ccc(NC(=S)N2CCC(NC(=O)c3ccccc3OC)CC2)cc1,i,i,4,i,i,i,i,2,-2,i,i
Cc1cccc(NC(=O)CSc2nc(=O)n3ccccc3n2)c1C,i,i,3,i,i,i,i,0,-15,i,i
CCc1nc(SCC(=O)O)c(C#N)cc1C,i,i,-2,i,i,i,i,2,0,i,i
CC(OC(=O)/C=C/c1ccccc1Cl)C(=O)NC1CCCCC1C (configuration not stated),i,i,-3,i,i,i,i,14,-8,i,i
Clc1cccc(C2CCN(Cc3nc(CC4CC4)no3)C2)c1 (configuration not stated),i,i,3,i,i,i,i,7,-9,i,i
Cc1ccc(S(=O)(=O)/N=c2\sccn2C)cc1,i,i,2,i,i,i,i,4,-8,i,i
COc1ccc(Cc2nnc(N=Nc3c(O)[nH]c4ccc(Br)cc34)[nH]c2=O)cc1,i,i,5,i,i,i,i,16,-15,i,i
CC(NC(=O)C(=O)N/N=C\c1ccc([N+](=O)[O-])cc1)c1ccccc1 (configuration not stated),i,i,-2,i,i,i,i,6,-14,i,i
Cc1nn(Cc2noc(C(=O)NCc3ccc(F)cc3)n2)c(C)c1Br,i,i,5,i,i,i,i,-13,-8,i,i
COC(=O)C1CCN(C(=O)COC(=O)C2CCN(S(=O)(=O)c3ccc4c(c3)OCCO4)CC2)CC1,i,i,-7,i,i,i,i,-3,-5,i,i
COc1cc(CN2CCCC(CO)(Cc3ccccc3F)C2)ccc1O (configuration not stated),i,i,11,i,i,i,i,-1,-11,i,i
Nc1nnc(CCS(=O)(=O)c2ccc(Cl)cc2)s1,i,i,4,i,i,i,i,7,-2,i,i
Cc1ccc(-n2cccc2/C=N/n2cnnc2)cc1Cl,i,i,-2,i,i,i,i,-1,-6,i,i
Cc1ccc(NC(=O)CSc2nccn2Cc2ccccc2)cc1C,i,i,5,i,i,i,i,7,-11,i,i
O=C(CNC(=O)c1ccccc1F)NCCOc1cccc(Cl)c1Cl,i,i,5,i,i,i,i,-7,-5,i,i
COC(=O)c1ccc(C(=O)NC2CCCc3c2cnn3-c2ccccc2F)nc1 (configuration not stated),i,i,0,i,i,i,i,2,-4,i,i
CC(C)Oc1ccc(NC(=O)c2ccncc2)cc1,i,i,.,i,i,i,i,-8,-10,i,i
CCc1cccc2c(C(=O)COC(=O)c3ccc(O)cc3)c[nH]c12,i,i,4,i,i,i,i,-16,-11,i,i
COc1ccccc1OCC(=O)Nc1cc(C)ccc1NC(=O)c1ccco1,i,i,2,i,i,i,i,-10,-7,i,i
CCc1ccc(C(=O)N/N=C(\C)c2ccncc2)s1,i,i,11,i,i,i,i,-2,-6,i,i
Cc1c(NC(=O)COC(=O)COc2ccc(Nc3ccccc3)cc2)c(=O)n(-c2ccccc2)n1C,i,i,1,i,i,i,i,.,-5,i,i
COc1cc2c(cc1OC)CN(C(=S)Nc1ccc(OC(F)F)cc1)CC2,i,i,2,i,i,i,i,.,-6,i,i
COc1ccc(N2CCN(C(=O)c3ccc(C)c(NC(=O)C4=C(C)OCCS4)c3)CC2)cc1,i,i,13,i,i,i,i,33,-10,i,i
CN(C)c1ccc(-c2nc3ccccc3n2C)cc1,i,i,-73,i,i,i,i,2,-7,i,i
CCCCNC(=O)c1ccc(NS(=O)(=O)c2ccccc2)cc1,i,i,2,i,i,i,i,2,-3,i,i
Cc1nn(-c2ccccc2)c2nc(-c3ccco3)cc(C(=O)O)c12,i,i,7,i,i,i,i,7,-8,i,i
Cc1ccc(NC(=S)NNC(=O)C2CC2c2ccc(C)cc2)cc1 (configuration not stated),i,i,7,i,i,i,i,6,-6,i,i
COc1ccc(S(=O)(=O)NNC(=O)Nc2ccc(C)cc2C)c(OC)c1,i,i,11,i,i,i,i,-6,-10,i,i
Cc1ccsc1C(=O)N(CC(C)C)c1c(N)n(Cc2ccccc2)c(=O)[nH]c1=O,i,i,3,i,i,i,i,-12,-11,i,i
O=C(NCc1ccccn1)Nc1ccc(F)cc1,i,i,0,i,i,i,i,-4,-3,i,i
Cc1noc(C)c1C(=O)Nc1sc2c(c1C(N)=O)CCCCC2,i,i,5,i,i,i,i,1,-8,i,i
CCOc1ccc(CNC(=O)Cn2nc(C)c3c(C)n(-c4ccc(C)cc4)nc3c2=O)cc1,i,i,?,i,i,i,i,5,-10,i,i
O=C(c1cccs1)N1CCOCC1,i,i,5,i,i,i,i,5,-4,i,i
CCOC(=O)Cn1nc(-c2ccccc2)nc1-c1ccccc1,i,i,0,i,i,i,i,-4,-9,i,i
COCCN(C(=S)Nc1cc(C)ccc1C)C(C)c1cccnc1 (configuration not stated),i,i,-2,i,i,i,i,-7,-7,i,i
COc1ccc(NC(=O)Nc2cccc(OC)c2)cc1,i,i,2,i,i,i,i,2,-5,i,i
COc1ccccc1NC(=O)Cn1c2ccc(F)cc2c2nc3n(c(=O)c21)CCS3,i,i,-5,i,i,i,i,7,-8,i,i
O=C(c1ccc(OC2CCN(CCO)CC2)cc1)N1CCCC1,i,i,2,i,i,i,i,3,-6,i,i
Cc1c(Cl)cnc(NC(=O)COC(=O)CCS(=O)(=O)c2ccccc2)c1Cl,i,i,-2,i,i,i,i,-3,-5,i,i
Cc1ccc2nc(NC(=O)/C=C/c3ccc4c(c3)OCO4)sc2c1,i,i,-7,i,i,i,i,-5,-2,i,i
C/C(=N\NC(=O)CCc1ccc(S(=O)(=O)N2CCOCC2)cc1)c1ccc(OC(F)F)cc1,i,i,.,i,i,i,i,-4,1,i,i
COc1ccccc1CCNC(=O)C1CCN(C(=O)/C=C/c2ccccc2)CC1,i,i,2,i,i,i,i,-2,-4,i,i
CCCCCn1c(SCC(=O)OCC)nc2cc(C(=O)NCc3ccco3)ccc2c1=O,i,i,-1,i,i,i,i,9,-16,i,i
COc1cc(/C=N/Nc2snc(SC)c2C#N)cc(OC)c1OC,i,i,-2,i,i,i,i,-7,-9,i,i
CC1(C)CC(N2CCN(C(c3ccccc3)c3ccccc3)CC2)=CC(=[N+]2CCCCC2)C1,i,i,7,i,-17*,100*,-8.9*,-9,-37,9*,i
CC(C)NC(=O)CSc1nc(N)c(NC(=O)c2ccco2)c(=O)[nH]1,i,i,6,i,i,i,i,3,-17,i,i
CCc1n[nH]c(=S)n1/N=C/c1c(O)ccc2ccccc12,i,i,12,i,i,i,i,2,-2,i,i
Cc1ccc(CN(CCO)CCO)cc1,i,i,7,i,i,i,i,2,-16,i,i
Cc1ccc2nc(Cl)c(/C=N/Nc3nc(C)cc(C)n3)c(=O)n2c1,i,i,.,i,i,i,i,6,-10,i,i
CCOc1ccc(S(=O)(=O)Nc2nc3ccccc3nc2Nc2ccc(N3CCOCC3)cc2)cc1,i,i,7,i,i,i,i,18,-5,i,i
Cc1cc(=O)oc2cc(OCC(=O)NCCN3CCOCC3)c(Cl)cc12,i,i,0,i,i,i,i,-3,-10,i,i
Cc1cccc(N2CCN(C3=NC(=O)C(=C4CCCCC4)S3)CC2)c1,i,i,-2,i,i,i,i,13,-7,i,i
Oc1ccccc1Oc1c(F)c(F)nc(N2CCCC2)c1F,i,i,8,i,i,i,i,22,-13,i,i
COc1ccc(S(=O)(=O)NCC(=O)NCc2cc(=O)n(C)c(=O)n2C)cc1C,i,i,-1,i,i,i,i,-5,-6,i,i
CC1CCCC(NC(=O)CSc2ccc(F)cc2)C1C (configuration not stated),i,i,4,i,i,i,i,2,-8,i,i
NNC(=O)CCCNc1ncc(C(F)(F)F)cc1Cl,i,i,-1,i,i,i,i,2,-9,i,i

Quoted from the listing.
COc1ccccc1NC(=O)Cn1c2ccc(F)cc2c2nc3n(c(=O)c21)CCS3 @ HDAC3 inhib: -5
Cc1c(Cl)cnc(NC(=O)COC(=O)CCS(=O)(=O)c2ccccc2)c1Cl @ HDAC3 inhib: -2

Continuation:
smiles,RGS4 block,RGS4 act,HDAC3 inhib,KCNQ1 act,KCNK9 block,TMEM16A inh,KCNK3 block,SKKanGAS inh,hERG protect,KCNQ1 inh,TMEM16A act
COc1cc(CN2CCNC(=O)C2CC(=O)NCCC2=CCCCC2)cc(OC)c1 (configuration not stated),i,i,6,i,i,i,i,-4,-7,i,i
CC1CCCC(NC(=O)CSC2CCCCC2)C1C (configuration not stated),i,i,-3,i,i,i,i,-19,-5,i,i
O=C(Nc1ccccc1F)c1ccc(OCc2ccccc2)cc1,i,i,-1,i,i,i,i,6,1,i,i
COc1ccc(C(=O)NC2CCc3ccccc32)cc1OC1CCN(C(C)C)CC1 (configuration not stated),i,i,2,i,i,i,i,-2,-4,i,i
CC1=NNC(=O)C(CC(=O)Nc2ccc(Cl)c(Cl)c2)C1 (configuration not stated),i,i,-2,i,i,i,i,-7,-8,i,i
CCOC(=O)CC(C)(C)/C(C)=N/Nc1ccc([N+](=O)[O-])cc1[N+](=O)[O-],i,i,-1,i,i,i,i,-2,-9,i,i
O=C(Nc1ccc(N2CCOCC2)cc1)c1ccncc1,i,i,-1,i,i,i,i,-2,-1,i,i
O=C(COc1ccc2ccccc2c1)Nc1ccc(Cc2ccncc2)cc1,i,i,4,i,i,i,i,-3,-6,i,i
